Source: PubChem (several laboratories)
FBA Mtb inh: Mtb FBA enzyme inhibitors, primary screen, biochemical, fluorescence, strain H37Rv | inhibition, % at 1 µM | purified M. tuberculosis FBA, fluorescence read-out | actives 2.3% (n = 360,000) | Fructose-bisphosphate aldolase (Mycobacterium tuberculosis (strain ATCC 25618 / H37Rv)), …; in the data active means inhibition above about 27%;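 further: 0% = vehicle and 100% = reference inhibitor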
Target sequence (P9WQA3 whole entry, looked up): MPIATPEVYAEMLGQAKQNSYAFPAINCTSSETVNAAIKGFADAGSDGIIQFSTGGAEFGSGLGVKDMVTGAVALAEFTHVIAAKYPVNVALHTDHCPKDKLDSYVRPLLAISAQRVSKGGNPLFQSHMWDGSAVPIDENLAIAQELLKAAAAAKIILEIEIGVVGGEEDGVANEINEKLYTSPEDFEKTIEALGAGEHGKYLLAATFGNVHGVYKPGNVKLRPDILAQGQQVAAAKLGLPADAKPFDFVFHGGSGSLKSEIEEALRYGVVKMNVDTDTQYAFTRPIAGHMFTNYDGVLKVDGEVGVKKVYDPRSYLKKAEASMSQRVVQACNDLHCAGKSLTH
UGM FP inh: M. tuberculosis UGM enzyme inhibitors, primary screen, biochemical, fluorescence polarization, single point; UDP-galactopyranose mutase (Mycobacterium tuberculosis (strain ATCC 25618 / H37Rv)), …; purified UGM, fluorescence polarization probe displacement; inhibition, % at 10 µM; actives 0.06% (n = 320,000); in the data active means inhibition above about 10%, passing the limit was not always enough; inconclusive means no clear call, values can overlap the other calls
Target sequence (P9WIQ1 whole entry, looked up): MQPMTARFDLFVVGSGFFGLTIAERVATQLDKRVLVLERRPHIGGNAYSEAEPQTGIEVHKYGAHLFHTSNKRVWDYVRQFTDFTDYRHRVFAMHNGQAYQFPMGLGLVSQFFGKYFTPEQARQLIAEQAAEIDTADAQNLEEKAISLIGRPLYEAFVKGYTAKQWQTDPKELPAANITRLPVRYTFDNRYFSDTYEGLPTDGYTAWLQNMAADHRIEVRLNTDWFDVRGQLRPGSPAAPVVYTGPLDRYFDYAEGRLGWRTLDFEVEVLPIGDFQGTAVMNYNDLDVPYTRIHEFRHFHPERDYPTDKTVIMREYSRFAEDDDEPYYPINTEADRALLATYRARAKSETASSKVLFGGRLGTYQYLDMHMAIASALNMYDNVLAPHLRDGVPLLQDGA
BoNT A protease: BoNT/A light chain protease inhibitors, primary screen, biochemical, flow cytometry, MLPCN library. multiplex microsphere protease substrate cleavage. actives 0.17% (n = 360,000). inhibition, % at 10 µM; in the data active means inhibition above about 30%; inconclusive means no clear call, values can overlap the other calls; further: plate controls were buffer without enzyme for full effect and enzyme alone for no effect
BoNT-F LC inh: BoNT/F light chain protease inhibitors, primary screen, biochemical, flow cytometry, MLPCN library; Botulinum neurotoxin type F light chain protease (Clostridium botulinum); Multiplex microsphere protease cleavage assay; inhibition, % at 10 µM; actives 0.22% (n = 360,000); AID 588497, 2011; in the data active means inhibition above about 35%, passing the limit was not always enough; inconclusive means no clear call, values can overlap the other calls; further: plate controls were buffer without enzyme for full effect and enzyme alone for no effect
FadD28 binding: inhibitors of FadD28 bisubstrate probe binding, primary screen, biochemical, fluorescence polarization, single point; actives 0.22% (n = 360,000); inhibition, % at 12.5 µM; in the data active means inhibition above about 8.5%, passing the limit was not always enough; inconclusive means no clear call, values can overlap the other calls
GDH-TPI counter: GDH-TPI coupling enzyme inhibitors, primary screen, artefact control for M. tuberculosis FBA inhibitor project, biochemical, absorbance, full deck; GDH-TPI coupled enzyme counterscreen, NADH absorbance; inhibition, % at 4.8 µM; actives 1.2% (n = 360,000); AID 588335, 2011;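 further: 0% = DMSO wells and 100% = wells lacking the enzyme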
PrPC TRFRET: inhibitors of human cell surface prion protein PrPC, primary screen, cell-based, TR-FRET. Major prion protein (Homo sapiens), P04156. actives 0.43% (n = 370,000). inhibition, % at 13.8 µM. TR-FRET read-out; in the data active means inhibition above about 24%; further: 0% = median of the test wells and 100% = reference compound wells
Mtb BioA inh: M. tuberculosis BioA enzyme inhibitors, primary screen, biochemical, plate reader, single point, HTS | purified M. tuberculosis BioA enzyme | inhibition, % at 9.99 µM | actives 0.096% (n = 360,000) | AID 602481, 2012; in the data active means inhibition above about 40%; inconclusive means no clear call, values can overlap the other calls
CCHFV vOTU inh: CCHFV vOTU protease inhibitors, primary screen, biochemical, Pep-AMC substrate, fluorescence; Crimean-Congo hemorrhagic fever virus L polyprotein viral ovarian tumor (vOTU) protease …; inhibition, % at 11.5 µM; actives 0.55% (n = 370,000); AID 651958, 2012; further: 0% = vehicle wells with enzyme and 100% = no enzyme wells
* = called active by the depositor; ? = inconclusive; / = not tested or not shown; & = joins results of further samples. Unless noted, no stated cut-off is given here; in the data, active means inhibition above about 30%; inactive means the rest.

SMILES	FBA Mtb inh	UGM FP inh	BoNT A protease	BoNT-F LC inh	FadD28 binding	GDH-TPI counter	PrPC TRFRET	Mtb BioA inh	CCHFV vOTU inh
O=C1OCCN1C(=O)[C@H]1[C@H](c2ccccc2)C(c2cccc(Cl)c2)=NN1c1ccc(Br)cc1	54*	/	0.6	1	-1.6	8	1	-0.3	-80
COc1cc(/C=C(/NC(=O)c2ccccc2)C(=O)Nc2cccc(O)c2)c([N+](=O)[O-])cc1OC	4	-2.0	-2.9	-9	-1.0	12	-9	-2.1	-3
CSc1ccccc1C(=O)OCC(=O)NCCN1C(=O)CSC1=O	-1	-1.9	2.8	-3	-2.0	-2	-6	-0.5	-3
COc1ccc(/C=C2/N=C(SC3CCOC3=O)N(c3cccc(OC)c3)C2=O)cc1 (stereo not drawn)	2	0.8	1.3	3	-2.6	18	-12	/	5
COc1cc(-c2nc(CN3CCCCC3CCNC(C)=O)c(C)o2)ccc1F (stereo not drawn)	3	-2.6	-1.2	2	-2.0	10	-2	/	-5
CCC(=NCCN1CCOCC1)c1c(O)n(C2CCCCC2)c(=O)[nH]c1=O	2	-6.2	0.6	9	-2.3	-7	3	/	-2
C[C@H](CO)N1C[C@H](C)[C@@H](CN(C)Cc2ccc(O)cc2)OCc2cnnn2CCCC1=O	2	/	-0.3	-8	-1.0	-4	6	-2.3&-2.0	-5
O=C(NCCS(=O)(=O)N1CCN(c2cccc(Cl)c2)CC1)C1CCCC1	-1	-1.4	1.2	11	-1.6	1	2	1.9	3
C[C@H]1CN([C@@H](C)CO)C(=O)c2cc(-c3cccc(F)c3)cnc2O[C@@H]1CN(C)S(C)(=O)=O	3	/	0.1	-7	0.1	-2	10	-1.4&0.7	21
COC(=O)c1ccc(NC(=O)c2ccccc2-c2ccccc2C(=O)O)cc1	-2	0.8	0.8	-4	-1.2	2	-1	1.4	2
Cc1nc2cc(NC(=O)c3cccc(S(C)(=O)=O)c3)ccc2o1	1	-1.3	-1.0	-26	-1.0	2	-4	0.6	4
Cc1cc2nc(=O)c(/C=C3\C=Nc4ccccc43)c(N)n2o1	1	1.2	-0.3	-9	2.6	7	2	-2.1	-11
O=C(Nc1ccc(Oc2ccccc2)cc1)C1CCCN(c2ncccn2)C1 (stereo not drawn)	4	1.1	3.1	7	-3.3	20	-1	-1.1	8
Cc1c(NC(=O)CSc2ccccc2C(=O)Nc2cccnc2)c(=O)n(-c2ccccc2)n1C	-2	-0.4	-0.1	1	-1.5	8	2	-1.1	5
COCCn1c(C(=O)N(C)C)cc2c1C[C@H]1CN(C(=O)c3ccccc3)[C@@](Cc3ccc(F)cc3)(C(=O)OC)[C@@H]21	/	/	0.5	-10	/	/	4	/	7
CC(C)c1ccc(C(O)P(=O)(OCc2ccccc2)c2ccc(N(C)C)cc2)cc1 (stereo not drawn)	-1	-2.1	1.9	?	-2.8	-10	3	-1.7	-2
COc1ccc(C(=O)NC2CCC(O)CC2)cc1S(=O)(=O)NCc1ccc(Cl)cc1 (stereo not drawn)	6	0.2	/	/	-1.5	2	-4	-1.2	2
CCCCn1c(SCC(=O)Nc2nnc(CC)s2)nc2ccccc2c1=O	-1	0.0	?	1	0.3	10	-1	0.5	-3
Cc1c(Cl)cccc1NC(=O)c1nc(C)n(-c2cc(OC(C)C)c(Cl)cc2Cl)n1	-1	-1.9	-0.4	-4	-2.7	-2	5	0.0	7
Cc1cc(C)cc(COc2ccc3c(C)c(CC(=O)O)c(=O)oc3c2C)c1	9	-1.2	-2.1	3	-4.0	14	6	0.4	-24
CCC(=O)N1CCc2cc(S(=O)(=O)N(C)c3ccc(Br)cc3)ccc21	0	/	-3.0	-6	/	5	2	-1.2	-13
O=C1NC[C@H](Cc2ccccc2)N(CC2CCN(CCC34CC5CC(CC(C5)C3)C4)CC2)C1=O	-1	/	-0.8	-2	-0.8	12	-3	-1.2	0
Cc1cccc(C)c1NC(=O)CSc1nnc(-c2ccncc2)n1Cc1ccco1	-2	2.3	0.0	-15	-0.1	4	-4	/	-8
Cc1nn(C)c(C)c1S(=O)(=O)NCc1cccs1	-2	-3.2	1.8	-4	0.4	13	-1	-1.4	6
COc1ccccc1NC(=O)Cc1ccc(-c2ccccc2)cc1	1	-3.1	0.9	-21	-4.9	4	4	-0.9	-5
SMILES	FBA Mtb inh	UGM FP inh	BoNT A protease	BoNT-F LC inh	FadD28 binding	GDH-TPI counter	PrPC TRFRET	Mtb BioA inh	CCHFV vOTU inh
Cc1ccc(-c2nc(N)n(C(=O)c3cccs3)n2)cc1	-4	-0.8	0.8	-1	-3.9	-8	/	-0.6	/
O=C(OCC(=O)N(CCc1ccccc1)Cc1ccccc1)c1ccccc1O	8	2.8	2.9	11	-1.6	7	1	/	4
O=C(c1cc2c(s1)CCCC2)N1CCN(S(=O)(=O)c2ccccc2)CC1	1	1.2	1.2	10	0.6	9	9	-0.9	-3
CCC(CO)NC(=O)c1cc2c(s1)CCC2 (stereo not drawn)	4	2.0	0.6	-4	-2.3	4	-4	-0.7	-2
C#CCOCCOCCOCCNc1nc(N2CCN(C(=O)[C@H](CCCCN)n3cc(CN)nn3)CC2)nc(N2CCN(C(=O)[C@H](CC(N)=O)n3cc(C(N)[C@H](C)CC)nn3)CC2)n1 (stereo partly drawn)	-2	-2.8	0.3	-11	-3.4	-9	1	-0.7	6
CC(OC(=O)c1cccs1)C(=O)NC1CC1 (stereo not drawn)	-2	-1.0	0.6	5	-2.2	-7	-3	-0.5	2
Nc1c(N(Cc2ccco2)C(=O)c2cccc(F)c2)c(=O)[nH]c(=O)n1Cc1ccccc1	0	/	2.9	3	-0.5	4	3	-1.2	-3
COc1ccc(CN(C(=O)c2snc(C(N)=O)c2N)C(C(=O)NC2CCCC2)c2ccc(OC)c(OC)c2)cc1 (stereo not drawn)	5	-0.8	-3.2	-7	0.7	10	-3	0.3	-10
C=CCNc1nc(Cl)nc(Nc2cc(Cl)ccc2OC)n1	2	0.0	0.9	13	0.7	7	-2	-0.7	-16
O=C(NCC(O)c1ccc([N+](=O)[O-])cc1)C1CCCCC1 (stereo not drawn)	6	-1.3	-0.9	-2	-0.2	-1	-7	/	13
C[C@H](CO)N1C[C@H](C)[C@@H](CN(C)C(=O)Nc2ccc3c(c2)OCO3)Oc2c(NC(=O)C3CCCCC3)cccc2C1=O	1	0.2	-0.1	-3	1.2	-1	4	-0.8&-0.7	-3
Cc1nc(C)n(C(C)CNS(=O)(=O)c2ccc(C)c(C)c2)n1 (stereo not drawn)	1	6.8	1.9	4	-2.3	-4	5	-0.3	10
C=CC[C@@H](Cc1ccc(F)cc1)C(=O)OC[C@H]1CCCN1C(=O)[C@H](CC=C)CC(=O)N(CCO)Cc1ccccc1	-2	/	-0.1	-5	-4.7	-10	0	-0.4	16
COc1cccc(N2[C@@H](CC(=O)O)c3ccc(/C=C/C(=O)O)cc3S2(=O)=O)c1	0	0.3	-0.8	-4	-4.0	-2	0	0.0	2
O=C(CN1CCCCC1)Nc1ccccc1Oc1ccccc1	3	-0.6	0.1	-1	-0.9	0	-6	/	7
CNc1ccc(C(=O)OCC(=O)NC(=O)NC2CCCCC2)cc1[N+](=O)[O-]	-1	0.4	0.5	1	-1.9	-4	-2	-1.6	-7
CCSc1ccc([C@@H]2[C@H]3C(=O)N(C)C(=O)[C@H]3[C@]3(C(=O)OC)CCCCN23)cc1OC	0	-1.8	1.7	7	-1.0	11	4	7.6	1
CCCCOc1ncnc2c1[nH]c1ccccc12	20	-1.2	-0.8	-4	-0.3	11	17	1.1	-3
CN(CC(=O)Nc1ccc(Cl)cc1)C(=O)c1ccc(-n2cncn2)c([N+](=O)[O-])c1	-2	1.5	1.7	7	-2.7	-1	-8	/	-3
O=C(NC(Cc1ccc2c(c1)OCO2)C(=O)N1CCCC1C(=O)O)c1ccccc1 (stereo not drawn)	0	0.2	-0.3	-10	-1.2	7	9	-0.6	4
CC(C)Cc1cc(C(=O)Nc2cc(C(F)(F)F)ccc2Cl)no1	3	-0.1	0.0	2	-2.2	-9	-1	/	-14
COc1ccc(CCN2CC(C(=O)Nc3nccs3)CC2=O)cc1OC (stereo not drawn)	2	-4.6	0.1	-8	-3.5	3	4	0.5	0
O=C(Nc1ccc(OC(F)(F)F)cc1)C1CC(=O)N(Cc2ccco2)C1 (stereo not drawn)	-3	0.4	-0.6	-9	-3.0	-6	3	2.5	-5
O=C(NCc1ccc(F)cc1)C1CCCN1S(=O)(=O)c1ccc(F)cc1 (stereo not drawn)	-3	/	-0.1	0	-3.3	3	-5	0.0	-8
Cc1ccccc1NC(=S)NCCc1ccccc1	-3	-0.4	0.2	0	-4.7	10	5	-1.0	6
SMILES	FBA Mtb inh	UGM FP inh	BoNT A protease	BoNT-F LC inh	FadD28 binding	GDH-TPI counter	PrPC TRFRET	Mtb BioA inh	CCHFV vOTU inh
COc1ccc(NC(=O)C(c2ccc(OC)cc2)N(C)C(=O)Cc2cccs2)cc1 (stereo not drawn)	3	1.3	1.2	15	-1.0	4	0	/	-26
CC(=O)c1ccc2c(c1)OCCOCCOc1ccc(C(C)=O)cc1OCCOCCO2	1	-1.3	2.0	?	-4.4	-10	-6	-1.2	7
COc1ccccc1CNC(=O)COc1ccc(C)cc1	0	1.2	2.2	?	-2.3	8	-4	2.7	-13
CC(=O)N(c1ccccc1Cl)S(=O)(=O)c1ccc(Cl)cc1	3	-1.4	0.2	2	-4.2	-7	0	/	-3
COc1ccccc1N1CC(C(=O)Nc2nnc(SC)s2)CC1=O (stereo not drawn)	-1	-3.1	1.0	-3	-1.4	4	-2	0.3	15
COc1ccccc1-n1c(C)c(C(C)=O)c2cc(O)ccc21	1	-0.1	/	/	-0.7	2	9	0.5	5
CC(NS(=O)(=O)c1ccc(OCC(=O)NCc2ccccn2)cc1)c1ccccc1 (stereo not drawn)	-3	-0.4	0.7	3	/	-8	-6	1.8	2
CCOC(=O)N1CCN(C(=O)C2CCCN(c3nc4ccc(OCC)cc4s3)C2)CC1 (stereo not drawn)	-2	-0.6	-0.5	-8	-0.5	11	-4	2.4	10
CC(C)(C)NC(=O)C(c1ccccc1)N(C(=O)c1ccco1)C1CC1 (stereo not drawn)	-1	-1.6	?	2	-0.1	12	0	-2.7	17
COCC(=O)Nc1cc(C(=O)Nc2ccccc2C)ccc1Cl	1	-1.6	-0.5	-10	-0.6	11	-1	-1.6	11

Shown with bars between the fields: five of the compounds above.
Compound | FBA Mtb inh | UGM FP inh | BoNT A protease | BoNT-F LC inh | FadD28 binding | GDH-TPI counter | PrPC TRFRET | Mtb BioA inh | CCHFV vOTU inh
COc1ccccc1N1CC(C(=O)Nc2nnc(SC)s2)CC1=O (stereo not drawn) | -1 | -3.1 | 1.0 | -3 | -1.4 | 4 | -2 | 0.3 | 15
COc1ccccc1-n1c(C)c(C(C)=O)c2cc(O)ccc21 | 1 | -0.1 | / | / | -0.7 | 2 | 9 | 0.5 | 5
CC(NS(=O)(=O)c1ccc(OCC(=O)NCc2ccccn2)cc1)c1ccccc1 (stereo not drawn) | -3 | -0.4 | 0.7 | 3 | / | -8 | -6 | 1.8 | 2
CCOC(=O)N1CCN(C(=O)C2CCCN(c3nc4ccc(OCC)cc4s3)C2)CC1 (stereo not drawn) | -2 | -0.6 | -0.5 | -8 | -0.5 | 11 | -4 | 2.4 | 10
CC(C)(C)NC(=O)C(c1ccccc1)N(C(=O)c1ccco1)C1CC1 (stereo not drawn) | -1 | -1.6 | ? | 2 | -0.1 | 12 | 0 | -2.7 | 17

An unsorted share of the library; 4.8% or so of the library scored in one or more.
